Source: PubChem BioAssay (National Center for Advancing Translational Sciences (NCATS))
LDHA inh: LDHA (human) enzyme inhibition. P00338. purified LDHA, NADH/diaphorase-resazurin fluorescence; hits give low values. activity change, % (values are at about 110 or 230 µM). 480,000 tested, 0.15% active. AID 1347041; in the data active means activity change below about -30%; inconclusive means mostly about -25% to -30%;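 further: plate controls were DMSO wells for no effect and wells without enzyme for full effect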
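Resorufin fluorescence (ex540/em590), read at 0 and 20 min after diaphorase/resazurin addition, reports the NADH left after a 5 min room-temperature reaction of 2 nM human LDH5 with 0.06 mM NADH and 0.2 mM pyruvate.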
USP1 inh: USP1/UAF1 (human) deubiquitinase inhibition; 390,000 tested, 0.23% active; recombinant USP1/UAF1, Ub-Rhodamine cleavage fluorescence; O94782; Potency, µM (doses to about 57.1 µM), for inactives: top-dose activity change, negative = inhibition, actives largely listed as inhibitors; further: potency means the concentration at half of the fitted maximal effect; on the % scale 0 is the no-effect control and ±100 the full control effect; nearly all actives have a fitted effect of over 60% in size; inactives centre near -12
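1 nM enzyme complex + cpd, 15 min RT; start with Ub-Rho 150nM final; kinetic fluorescence ex 480/em 540, 6 reads q60 s. Buffer 50mM HEPES pH 7.8, 0.5mM EDTA, 0.1 mg/ml BSA, 1mM TCEP, 0.01% Tween-20.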
Glioma ERSR ind: induces the endoplasmic reticulum stress response in human glioma cells. U87-MG GRP78 promoter luciferase reporter, 16 h. Potency, µM, inactives show top-dose activation, most hits filed as activators. 420,000 tested, 0.02% active; further: potency means the concentration at half of the fitted maximal effect; series mostly up to about 76 µM; % of control where 0% means no effect; nearly all actives have a fitted effect of over 35% in size
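ERSR induction read as luciferase luminescence (Bright-Glo, 10 min at room temperature) in stably transfected human U87-MG glioma cells exposed to compounds for 16 h, using GRP78 as sensor.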
mIDH1 inhibitor: inhibitors of human mutant IDH1 R132H. O75874. IDH1-R132H enzyme, NADPH consumption, diaphorase/resazurin fluorescence. Potency, µM (series often up to 76.6 µM), without a hit: at the highest dose activity change, negative = inhibition, actives largely listed as inhibitors. 390,000 tested, 0.093% active. AID 602179; further: potency means the concentration at half of the fitted maximal effect; on the % scale 0 is the no-effect control and ±100 the full control effect; nearly all actives have a fitted effect of over 65% in size
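IDH1-R132H (0.5 ug/mL dispensed) in pH 7.5 Tris buffer was preincubated 30 min with compound, then given a substrate mix of 0.016 mM NADPH and 2 mM alpha-KG for 80 min at room temperature; remaining NADPH was read by diaphorase/resazurin fluorescence.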
Vif-A3F inh: inhibitors of Vif-A3F interaction; AID 602313; HeLa A3F-eYFP + Vif (tagged APOBEC3F with the HIV-1 protein that degrades it), YFP fluorescence increase; Potency, µM (series often up to 46.1 µM), inactives show at the highest dose activity, negative = active; 390,000 tested, 0.2% active; further: potency means the concentration at half of the fitted maximal effect; % of control where 0% means no effect; nearly all actives have a fitted effect of over 65% in size
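HeLa cells stably expressing Vif plus C-terminally eYFP-tagged A3F were seeded, incubated overnight at 37 deg C, dosed with compound, incubated overnight again at 37 deg C. Yellow fluorescence (Ex 488/Em 500-530) reported blocked Vif-mediated A3F-eYFP degradation.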
RXFP1 agonist: agonists of human relaxin receptor RXFP1; Q9HBX9; HEK293T-RXFP1 cAMP TR-FRET, 30 min; response scale: percent of porcine relaxin response, buffer zero; Potency, µM (doses to about 57.5 µM), for the others: top-dose activation, usual class: activators; 370,000 tested, 0.3% active; AID 2676; further: potency means the concentration at half of the fitted maximal effect; on the % scale 0 is the no-effect control and ±100 the full control effect; nearly all actives have a fitted effect of over 60% in size; many of its hits are not listed in these tables
Target sequence (Q9HBX9 whole entry, looked up): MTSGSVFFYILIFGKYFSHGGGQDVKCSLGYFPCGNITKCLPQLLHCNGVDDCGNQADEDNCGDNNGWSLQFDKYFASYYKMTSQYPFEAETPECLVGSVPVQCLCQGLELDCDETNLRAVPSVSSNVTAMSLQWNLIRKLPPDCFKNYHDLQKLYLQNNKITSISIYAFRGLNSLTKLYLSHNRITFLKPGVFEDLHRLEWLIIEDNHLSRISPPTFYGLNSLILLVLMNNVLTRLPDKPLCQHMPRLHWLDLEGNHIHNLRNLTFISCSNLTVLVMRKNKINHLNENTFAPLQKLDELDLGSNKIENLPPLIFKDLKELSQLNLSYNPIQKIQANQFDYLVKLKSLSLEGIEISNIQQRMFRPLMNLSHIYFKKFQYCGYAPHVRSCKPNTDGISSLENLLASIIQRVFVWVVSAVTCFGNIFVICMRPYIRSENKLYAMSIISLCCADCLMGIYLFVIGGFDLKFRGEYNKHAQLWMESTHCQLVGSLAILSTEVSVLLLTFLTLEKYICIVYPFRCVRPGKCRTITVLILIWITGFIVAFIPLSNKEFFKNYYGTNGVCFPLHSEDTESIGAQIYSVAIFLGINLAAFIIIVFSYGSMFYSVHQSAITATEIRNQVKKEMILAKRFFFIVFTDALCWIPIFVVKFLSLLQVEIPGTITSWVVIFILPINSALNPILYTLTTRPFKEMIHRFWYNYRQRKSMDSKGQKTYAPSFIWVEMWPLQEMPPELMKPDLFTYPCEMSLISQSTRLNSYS
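HEK293T cells stably expressing RXFP1 were pretreated with the PDE4 inhibitor Ro 20174, exposed to compounds for 30 min at 37C, lysed, and cAMP was read by TR-FRET. Data normalized to buffer (basal) and 29 nM porcine relaxin (100%).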
Vif-APOBEC3G blk: inhibitors of Vif-APOBEC3G interaction; HeLa A3G-eYFP + Vif (tagged APOBEC3G with the HIV-1 protein that degrades it), YFP fluorescence, overnight; Potency, µM (highest dose often 46.1 µM), inactives show at the highest dose activity, negative = active, usual class: inhibitors; 410,000 tested, 0.076% active; AID 602310;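 further: potency means the concentration at half of the fitted maximal effect; on the % scale 0 is the no-effect control and ±100 the full control effect; nearly all actives have a fitted effect of over 60% in size; hits raise eYFP signal because A3G escapes Vif-driven loss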
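Read-out is eYFP fluorescence (Ex 488/Em 500-530) from Vif-expressing HeLa A3G-eYFP cells; more signal means A3G escaped Vif-mediated degradation. Cells plated overnight, compound pinned in, incubated overnight at 37 deg C.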
PI4K2A block: blocks human PI4K2A kinase activity; purified PI4K2A, ADP-Glo luminescence, 1 h; hits give low values; Q9BTU6; 420,000 tested, 0.13% active; activity change, negative = inhibition, % at 76.9 µM; AID 1346378; in the data active means activity change below about -50%; inconclusive means mostly about -30% to -49%;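 further: -100% = wells without enzyme as full effect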
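In this quantitative HTS, ADP production by PI4K2A was quantified luminescently after 1 h at ambient temperature; 100 microM adenosine served as plate-quality control.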
TrxR1 substrate: substrates of rat thioredoxin reductase 1 | purified TrxR1 substrate turnover, NADPH consumption readout | Potency, µM (highest dose often 114 µM), without a hit: at the highest dose activity change, negative = substrate turnover | 390,000 tested, 0.01% active; further: potency means the concentration at half of the fitted maximal effect; on the % scale 0 is the no-effect control and ±100 the full control effect; nearly all actives have a fitted effect of over 50% in size
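Rat TrxR1, dispensed at 90 nM, was prereduced with 400 uM NADPH (final) for 5 min at ~22 deg C, then incubated with compound 15 min before 400 uM selenite. A first-read NADPH fluorescence drop versus no-compound background flagged substrates.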
* marks the source's active call; other numbers are inactive results; ? = inconclusive; . = not tested or not shown; & = joins results of further samples; [ ] = remark or other dose. Unless noted, the call rests on the fitted dose curve; in most records, active means well fitted curve in the direction sought with a large enough effect; inconclusive means small, poorly fitted or top-dose-only effect, or another doubt; inactive means no such curve, though single readings can be large; an effect the other way counts as inactive or inconclusive. Some of the compounds tested; the hit share may differ from the screen's.

Values run as follows: LDHA inh	USP1 inh	Glioma ERSR ind	mIDH1 inhibitor	Vif-A3F inh	RXFP1 agonist	Vif-APOBEC3G blk	PI4K2A block	TrxR1 substrate
#1 CCc1ccc2[nH]cc(C(=O)N3CCCCCC3)c(=O)c2c1
  -10.8	-3.2%	2.1%	-3.0%	0.2%	1.2%	0.4%	7.0	-14.4%
#2 Cc1occc1C(=O)N1CCCC(CO)(Cc2ccc(F)cc2F)C1 (stereo not drawn)
  -2.9	-7.8%	-4.2%	4.5%	-0.5%	-1.9%	-3.0%	6.8	-2.6%
#3 c1ccc(CCCCc2ccccn2)cc1
  -6.7	-9.7%	5.0%	5.4%	-2.7%	.	1.0%	-3.4	0.1%
#4 O=C(CCNC(=O)c1ccco1)Nc1ccc(Cl)cc1F
  -4.7	0.0%	0.4%	10.1%	3.1%	0.3%	0.4%	-2.7	2.8%
#5 COc1ccc(CNC(=O)c2[nH]c(C)c(C(C)=O)c2C)cc1
  -3.1	-16.5%	-0.2%	-1.5%	1.1%	3.1%	-1.2%	3.0	-1.3%
#6 O=C(NC1CCCCC1)c1cccc(N2C(=O)CCC2=O)c1
  -12.9	-17.4%	-1.0%	-12.1%	4.6%	-0.2%	-0.1%	-1.3	2.0%
#7 O=S(=O)(c1ccccc1F)N1CCCc2ccccc21
  -2.3	-21.9%	-2.1%	20.5%	-1.0%	-0.7%	3.7%	3.0	-0.4%
#8 Cc1nc2ccccc2cc1C(=O)O
  -6.4&-1.4	4.8%	-2.2%	1.9%	.	1.0%	-0.3%	0.5	-2.3%
#9 O=[N+]([O-])c1ccc(OCCO)c(P(=O)(c2ccccc2)c2ccccc2)c1
  -2.4	-18.2%	-0.3%	3.1%	5.6%	6.1%	-4.9%	1.8	-15.0%[57.1 µM]
#10 Cc1c(CN2CCC(CO)(CCOc3ccccc3)CC2)[nH]c2c(Cl)cccc12
  -0.7	?	-18.1%	-5.8%	0.7%	0.9%	-13.3%	-0.7	3.9%
#11 CC(=O)Nc1cc(-c2cccc(C(=O)N(C)C)c2)cn2c(-c3ccc(F)c(Cl)c3)cnc12
  1.6	.	5.4%	.	.	.	-28.5%	-1.8	.
#12 CC(=O)Nc1cccc(C(=O)/C=C/c2ccc(F)cc2)c1
  -3.5	-3.4%	-4.5%	4.1%	2.9%	-0.4%	-25.9%	6.1	9.5%[57.1 µM]
#13 CCOc1ccc(CNC(=O)c2ccc3nc(CC)c(CC)nc3c2)cc1OC
  -0.6	-7.4%	-2.7%	0.8%	-6.8%	2.4%	-4.3%	-3.0	5.2%[57.1 µM]
#14 CCc1ccccc1N(CC(=O)N1CCCCC1)S(=O)(=O)c1ccccc1
  -3.6	-18.2%	-6.1%	-0.8%	3.0%	-0.3%	-0.9%	-1.5	4.4%[57.1 µM]
#15 O=C(CSc1cn(CCNC(=O)c2c(F)cccc2F)c2ccccc12)Nc1ccc(F)cc1
  3.4	-21.4%	-2.9%	4.8%	-0.5%	-0.8%	-5.0%	-2.6	-5.7%
#16 OCC[C@@H]1C[C@@H](O)[C@H](O)[C@@]2(OCc3ccccc32)O1
  -11.8	7.7%	-4.9%	0.5%	1.4%	-3.0%	-3.5%	-2.2	-4.1%
#17 CC(C)[C@H](NC(=O)c1cccc(S(=O)(=O)N2CCOCC2)c1)C(=O)Nc1nc2ccccc2s1
  -4.7	-20.5%	3.5%	-0.7%	4.5%	-0.4%	-12.3%	6.1	-5.1%
#18 CN(C)CCCn1c(SCCN2C(=O)c3ccccc3C2=O)nc2ccccc2c1=O
  -5.9	-1.3%	-1.7%	-11.3%	6.5%	4.9%	0.0%	1.8	2.6%[57.1 µM]
#19 Cc1cc(NC(=O)CCc2ccc(C)o2)no1
  2.2	-19.3%	-4.0%	7.7%	-5.6%	0.4%	-3.7%	-7.8	18.8%[57.1 µM]
#20 Cc1[nH]c(=O)[nH]c(=O)c1/C=N/NC(=O)[C@H](CC(C)C)NC(=O)OC(C)(C)C
  7.8	-20.7%	-3.5%	5.0%	3.8%	-0.4%	1.4%	-1.7	-8.7%
#21 O=C(N/N=C/c1ccc2ncccc2c1)c1cccc([N+](=O)[O-])c1
  -5.6	-20.6%	-3.5%	-0.8%	3.2%	-0.1%	-3.6%	2.1	0.5%[57.1 µM]
#22 COc1cc([N+](=O)[O-])ccc1NC(=O)Nc1cccnc1
  -0.9	-19.8%	-1.5%	2.9%	5.2%	10.1%	-2.5%	-3.9	2.4%
#23 CCc1ccccc1N1C(=O)CN(Cc2cc(OC)c(OC)c(OC)c2)C1=S
  0.8	-19.2%	-4.3%	6.3%	11.5%	1.3%	-4.8%	1.1	4.3%
#24 Cc1cc(C)cc(NS(=O)(=O)c2ccc3c(c2)c(=O)n(C)c(=O)n3C)c1
  -0.9	12.7%	-4.9%	2.4%	0.0%	25.7%	-1.2%	2.3	-0.7%
#25 N/C(COc1cccc(Cl)c1)=N\O
  -6.0	-10.3%	0.4%	24.5%	-7.2%	-3.4%	0.7%	-7.8	-12.3%[57.1 µM]
#26 Cc1nc(SCC(=O)Nc2ccc(Br)cc2)[nH]c(=O)c1Cc1ccccc1
  -9.4	-22.0%	-0.8%	-16.0%	-0.7%	4.9%	-5.5%	-5.3	1.6%
#27 O=C(COc1ccc(C(=O)c2ccccc2)cc1)NC1CCCCCC1
  -2.7	-17.0%	-5.5%	2.8%	-13.4%	0.2%	0.2%	-1.6	-11.0%
#28 CCOc1ccccc1-c1cnc(NC)cn1
  0.8	.	-0.6%	.	.	.	-2.9%	-3.0	.
#29 O=C(NCc1cccc(Cl)c1)C1Cc2c(-c3ccc(Cl)cc3)ccnc2O1 (stereo not drawn)
  -4.8	.	-1.8%	.	.	.	-10.0%	3.8	.
#30 CN1C(=S)SC(N(O)C=C2C=CC(=O)C=C2)C1(C)C (stereo not drawn)
  2.0&-1.6	-20.4%	-3.8%	9.4%	-3.3%	-3.3%	0.2%	7.8	-13.5%

Three entries drawn at random from those above, as already listed:
Values run as follows: LDHA inh	USP1 inh	Glioma ERSR ind	mIDH1 inhibitor	Vif-A3F inh	RXFP1 agonist	Vif-APOBEC3G blk	PI4K2A block	TrxR1 substrate
#27 O=C(COc1ccc(C(=O)c2ccccc2)cc1)NC1CCCCCC1
  -2.7	-17.0%	-5.5%	2.8%	-13.4%	0.2%	0.2%	-1.6	-11.0%
#18 CN(C)CCCn1c(SCCN2C(=O)c3ccccc3C2=O)nc2ccccc2c1=O
  -5.9	-1.3%	-1.7%	-11.3%	6.5%	4.9%	0.0%	1.8	2.6%[57.1 µM]
#30 CN1C(=S)SC(N(O)C=C2C=CC(=O)C=C2)C1(C)C (stereo not drawn)
  2.0&-1.6	-20.4%	-3.8%	9.4%	-3.3%	-3.3%	0.2%	7.8	-13.5%

The results go on:
Values run as follows: LDHA inh	USP1 inh	Glioma ERSR ind	mIDH1 inhibitor	Vif-A3F inh	RXFP1 agonist	Vif-APOBEC3G blk	PI4K2A block	TrxR1 substrate
#31 COC(=O)c1ccc(N2C(=O)c3ccc(OC)c(OC)c3C2=O)cc1
  1.2	-5.9%	-3.9%	2.0%	-2.8%	2.8%	-4.0%	1.2	10.2%[57.1 µM]
#32 CCOC(=O)c1cnc2cc(Cl)c(OC)cc2c1Nc1ccc(Br)cc1C
  13.3	?	-2.4%	27.9%	0.0%	-0.7%	-2.2%	-6.1	4.9%[11.4 µM]
#33 CCCCn1nc(C(=O)NCC(c2cccs2)N2CCOCC2)c2ccccc2c1=O (stereo not drawn)
  -14.5	-29.0%	-6.8%	-6.1%	9.2%	0.9%	-2.3%	-3.9	-4.4%
#34 O=C(Cn1nnc(-c2ccccc2NC(=O)c2cccs2)n1)Nc1ccccc1
  -3.7	-11.3%	-10.6%	3.4%	-6.8%	2.7%	-4.6%	-1.2	18.6%
#35 CCOC(=O)c1sc(NC(=O)CNCc2ccccn2)c(C(=O)OCC)c1C
  -8.9	-10.3%	-5.2%	0.0%	-13.9%	4.8%	-9.5%	-9.8	-1.0%
#36 Cc1cccc(OCc2nnc(SCC(=O)N3c4ccccc4CCc4ccccc43)o2)c1
  -6.3	-8.7%	-3.8%	4.8%	-15.3%	-1.1%	-1.9%	2.6	3.3%
#37 COc1ccccc1Nc1nc(NCc2ccco2)c2ccccc2n1
  5.1	-7.7%	-1.3%	2.9%	6.3%	3.1%	-0.5%	-6.9	12.6%
#38 CC(C)c1ccc(OC(=O)c2cc(-c3ccc(Cl)cc3)on2)cc1
  -2.5	-4.5%	-2.1%	7.7%	-6.3%	-1.9%	-1.4%	2.7	5.4%
#39 COc1ccc(OCC(=O)N2CCN(C(=O)c3ccco3)CC2)cc1
  -2.4	-4.6%	-1.7%	9.4%	.	2.8%	0.4%	2.3	5.3%
#40 Cc1nnc(SCC(=O)NCc2ccc(N(C)C)cc2)c2nn(-c3ccccc3)c(C)c12
  2.2	-6.8%	-3.2%	-15.6%	-0.5%	16.8%	-5.1%	1.4	0.6%
